Screening results (PubChem)
M5 PAM: human M5 muscarinic receptor positive allosteric modulators, primary screen, CHO-K1 cells, Fluo-8 calcium fluorescence. AID 624038, 2012. hit rate 0.3% among 360,000. activation, % at 3 µM. Muscarinic acetylcholine receptor M5 (Homo sapiens), P08912. CHO-K1 hM5, ACh EC20 PAM; 0% = ACh EC20, 100% = ACh EC100;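 active means activation above the run cutoff, the mean activation of all test compounds plus 3 SD, cut at about 18% in these data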
Target sequence (P08912 whole entry, looked up): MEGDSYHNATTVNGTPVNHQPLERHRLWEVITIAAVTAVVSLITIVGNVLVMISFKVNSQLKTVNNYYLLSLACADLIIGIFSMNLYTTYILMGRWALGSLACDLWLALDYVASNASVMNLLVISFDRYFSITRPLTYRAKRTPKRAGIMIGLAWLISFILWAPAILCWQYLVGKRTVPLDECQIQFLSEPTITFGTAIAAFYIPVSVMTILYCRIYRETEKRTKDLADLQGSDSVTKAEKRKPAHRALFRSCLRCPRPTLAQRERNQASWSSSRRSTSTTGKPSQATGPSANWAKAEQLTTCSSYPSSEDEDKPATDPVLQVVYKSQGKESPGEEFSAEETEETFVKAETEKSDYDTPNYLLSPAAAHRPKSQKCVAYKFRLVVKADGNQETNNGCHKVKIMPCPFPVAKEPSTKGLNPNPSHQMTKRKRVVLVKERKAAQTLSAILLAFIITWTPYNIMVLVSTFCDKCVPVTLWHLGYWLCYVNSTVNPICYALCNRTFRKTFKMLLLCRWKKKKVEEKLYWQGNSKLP
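Replicates: One well per compound, no replicates | System: Human M5 receptor in CHO-K1 cells | Benchmarks: Low control EC20 acetylcholine (0%), high control EC100 acetylcholine (100%) | Probe or stimulus: Acetylcholine, EC20 level | Times: Fluo-8 loading 80 min at 37 °C plus 30 min room temperature | Signal: Intracellular calcium via Fluo-8 fluorescence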
CRFR2-BP ag: agonists of CRF-BP/CRF-R2 complex, primary screen, cell-based, HEK293, calcium dye fluorescence, uHTS. AID 588473, 2011. activation, % at 13.2 µM. hit rate 0.46% among 350,000. CRF-binding protein / CRF receptor 2 complex (human). calcium dye fluorescence (FLIPR); percent of saturating CRF peptide response;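 active means activation of at least 50%, plus an integration ratio under a set limit after plate pattern correction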;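 further: plate controls were neutral control wells without compound for no effect and CRF at EC100 for full effect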
M5 ag: human M5 muscarinic receptor agonists, primary screen, CHO-K1 cells, Fluo-8 calcium fluorescence; CHO-K1 hM5 cells; 0% DMSO wells, 100% maximal acetylcholine response; activation, % at 3 µM; hit rate 0.19% among 360,000; AID 624037, 2012;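 active means activation above the run's mean over test compounds plus 3 SD, cut at about 23% in these data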;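 further: signal is peak over basal fluorescence ratio across the kinetic read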
CHRM4 antagonist: human M4 muscarinic receptor antagonists, primary screen, CHO cells, Fluo-8 calcium fluorescence; Muscarinic acetylcholine receptor M4 (Homo sapiens), P08173; hit rate 0.73% among 360,000; inhibition, % at 3 µM; CHO-hM4 cells, ACh EC80;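 active means inhibition above its plate's cutoff, the mean inhibition of sample wells plus 3 SD, cut at about 27% in these data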;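 further: 0% = acetylcholine EC80 with DMSO and 100% = DMSO without agonist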
Target sequence (P08173 whole entry, looked up): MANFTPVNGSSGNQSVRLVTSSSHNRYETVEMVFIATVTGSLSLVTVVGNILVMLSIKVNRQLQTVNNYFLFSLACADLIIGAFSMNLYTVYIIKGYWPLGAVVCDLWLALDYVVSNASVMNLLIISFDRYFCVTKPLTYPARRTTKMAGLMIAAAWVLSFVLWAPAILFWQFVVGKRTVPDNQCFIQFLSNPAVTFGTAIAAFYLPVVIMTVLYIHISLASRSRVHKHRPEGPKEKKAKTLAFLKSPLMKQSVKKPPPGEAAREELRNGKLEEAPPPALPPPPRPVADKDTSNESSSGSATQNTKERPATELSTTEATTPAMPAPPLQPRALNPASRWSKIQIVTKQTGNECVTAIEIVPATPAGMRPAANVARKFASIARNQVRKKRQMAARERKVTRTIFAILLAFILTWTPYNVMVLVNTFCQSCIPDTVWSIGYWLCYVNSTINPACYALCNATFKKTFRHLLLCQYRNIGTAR
IDE inh: human IDE inhibitors in live cells, primary screen, fluorescence polarization, HEK cells, FAbetaB substrate; inhibition, % at 5.59 µM; hit rate 0.41% among 320,000; Insulin-degrading enzyme (Homo sapiens), P14735; FAbetaB cleavage;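 active means percent inhibition above the average of all tested compounds plus 3 SD, set per screening campaign, cut at about 16% in these data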;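 further: IDE supplied by intact live HEK cells; FP after avidin binding of uncleaved biotin substrate so inhibition keeps polarization high; 0% = DMSO wells and 100% = 60 µM reference IDE inhibitor Ii1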
M4 ag: human M4 muscarinic receptor agonists, primary screen, CHO-K1 cells, Fluo-8 calcium fluorescence; Muscarinic acetylcholine receptor M4 (Homo sapiens), P08173; CHO-K1 hM4/Gqi5; vehicle 0%, full acetylcholine response 100%; activation, % at 3 µM; hit rate 0.14% among 360,000; AID 624127, 2012;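 active means activation above the run mean over all test wells plus 3 SD, cut at about 32% in these data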;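 further: peak over basal fluorescence ratio per well then scaled between controls; 0% = DMSO wells and 100% = acetylcholine at EC100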
CRFBP-R2 block: antagonists of CRF-BP/CRF-R2 complex, primary screen, cell-based, HEK293, calcium dye fluorescence, uHTS. CRF-induced calcium fluorescence. inhibition, % at 11.8 µM. hit rate 0.59% among 350,000. AID 588475, 2011;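 active means inhibition of the ligand-induced calcium signal above about 50% at the single tested concentration, limit read from the data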
CHRM4 PAM: human M4 muscarinic receptor positive allosteric modulators, primary screen, CHO-K1 cells, Fluo-8 calcium fluorescence. CHO-K1 hM4/Gqi5, ACh EC20; 0% = ACh EC20, 100% = maximal ACh. hit rate 0.4% among 360,000. AID 624126, 2012. activation, % at 3 µM;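 active means activation above its plate's cutoff, the mean activation of sample wells plus 3 SD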; further: some results filed as inactive read as strong as hits
M5 antag: human M5 muscarinic receptor antagonists, primary screen, CHO cells, Fluo-8 calcium fluorescence | Muscarinic acetylcholine receptor M5 (Homo sapiens), P08912 | inhibition, % at 3 µM | CHO-hM5 cells, ACh EC80 | hit rate 0.59% among 360,000;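 active means inhibition above a per-plate cutoff, the mean of that plate's test compounds plus 3 SD, cut at about 27% in these data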;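 further: 0% = acetylcholine EC80 with DMSO and 100% = DMSO without agonist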
An asterisk follows results filed as active; x = not tested or not shown; & = joins results of further samples.

SMILES	M5 PAM	CRFR2-BP ag	M5 ag	CHRM4 antagonist	IDE inh	M4 ag	CRFBP-R2 block	CHRM4 PAM	M5 antag
Cc1cccc(OCCC(=O)Nc2ccc(C)c(S(=O)(=O)N3CCCCC3)c2)c1	-14	7.4	0	-10	5	13	-10	-11	15
CCOC(=O)c1c(C)[nH]c(C(=O)COC(=O)/C=C/c2ccc(OCC#N)c(OC)c2)c1C	-4	-0.6	-3	0	-1	0	10	-1	10
O=C(NCCc1c[nH]c2ccccc12)c1ccc(Br)o1	-6	-0.6	3	12	-2	1	-13	-1	7
Cc1cc(Cl)c(S(=O)(=O)Nc2ccc3c(c2)OCO3)cc1OCC(N)=O	6	-0.7	2	-2	11	2	9	-2	-3
CCN(CC)CCC(=O)N1C/C(=C/c2ccccc2)C(=O)/C(=C\c2ccccc2)C1	-1	-2.0	-6	4	x	3	12	0	8
CCOc1ccc(OCC(=O)Nc2ccc(S(=O)(=O)Nc3cc(C)nc(C)n3)cc2)cc1	0	-0.8	-1	6	4	0	5	12	1
COc1ccc(N2CCN(c3ccc(N)cc3C#N)CC2)cc1	-2	2.2	-3	-3	1	2	-7	12	3
COc1ccccc1NC(=O)Nc1ccc(Cl)c(S(=O)(=O)Nc2ccccc2OC)c1	-11	1.3	-1	11	2	2	-9	-10	11
CCN(CC)Cc1c(O)ccc2c([N+](=O)[O-])c(C)n(-c3ccc(OC)cc3)c12	-6	-1.0	1	-4	-1	4	8	-4	-2
CCOc1ccccc1CNC(=O)Cn1c(=O)oc2ccccc21	-3	0.8	1	3	-1	0	5	-3	1
CC(=O)c1cccc(N(CC(=O)NC2CCCCC2)C(=O)CCC(=O)Nc2nc(C)cs2)c1	-2	0.5	-2	5	-4	1	-4	-2	17
Cc1cc(C)c(NC(=O)CNC(=O)COC(=O)CNC(=O)c2ccc(Cl)cc2Cl)c(C)c1	3	2.4	-5	-5	6	0	32	4	-9
Cc1cc(OC(=O)c2cc(Cl)ccc2Cl)c([N+](=O)[O-])c(=O)[nH]1	-11	0.5	3	0	-2	2	18	2	0
O=C(Nc1ncnc2c1ncn2C1OC(COC(=O)c2ccccc2)C(F)C1O)c1ccccc1 (configuration not stated)	-8	-3.0	1	0	3	6	9	-4	10
CCOC(=O)c1ccc(NC(=O)c2c(N)n(C)c(=O)[nH]c2=O)cc1	2	-0.4	3	0	3	1	14	1	11
COC(=O)Nc1ccc(S(=O)(=O)NNC(=O)c2c(O)c3ccccc3n(C)c2=O)cc1	-1	-0.5	-1	3	5	0	2	-4	8
CCOC(=O)[C@]12CCC=C1N(Cc1ccco1)C(=O)[C@H](CC(=O)NCCC(C)C)C2	-6	x	0	-7	x	0	x	3	8
CC(C)C(=O)Nc1cc2c3c(c1)CCC(=O)N3CCC2	1	0.4	-3	-4	-4	1	-4	2	6
COc1cccc(-c2ccc3nccn3c2)c1	1	x	-2	-7	x	1	x	-2	-2
CCN(CC)c1ccc(CNc2ccc(Br)cn2)cc1	-2	1.6	-5	1	8	1	-4	8	-4

Compound profiles (already shown). Order of screens: M5 PAM	CRFR2-BP ag	M5 ag	CHRM4 antagonist	IDE inh	M4 ag	CRFBP-R2 block	CHRM4 PAM	M5 antag
Cc1cc(Cl)c(S(=O)(=O)Nc2ccc3c(c2)OCO3)cc1OCC(N)=O reads 6	-0.7	2	-2	11	2	9	-2	-3
COC(=O)Nc1ccc(S(=O)(=O)NNC(=O)c2c(O)c3ccccc3n(C)c2=O)cc1 reads -1	-0.5	-1	3	5	0	2	-4	8

Further structures follow:
SMILES	M5 PAM	CRFR2-BP ag	M5 ag	CHRM4 antagonist	IDE inh	M4 ag	CRFBP-R2 block	CHRM4 PAM	M5 antag
COc1cccc(/C=N/n2c(C)nc3ccccc32)c1OC	0	-2.9	-4	2	-3	1	16	-4	3
CCOC(=O)Cc1csc(NC(=S)NC(=O)c2cc(OC)cc(OC)c2)n1	6	9.5	1	-2	0	0	28	9	4
CCn1c2ccccc2c2cc(CN3CCN(Cc4cc(OC)ccc4O)CC3)ccc21	-4	0.8	-1	7	-1	4	23	0	13
Cc1c(Br)cccc1NC(=O)C1(C)CCN1CCc1ccccc1 (configuration not stated)	-5	x	-3	-15	x	-3	x	1	1
Cc1cc(Cl)c2oc(C(=O)N(C)Cc3ccon3)c(C)c2c1	0	-1.9	-5	4	-4	2	5	-2	-4
CS(=O)(=O)N(CC(=O)NCCSCc1cccc(Cl)c1)c1ccc(F)cc1	-3	0.4	-2	-6	-7	2	19	-2	1
CCN(C(=O)/C=C/c1cc(OC)c(OC)c(OC)c1)C1CCCCC1	-8	-2.1	-3	3	0	1	17	-5	4
CCOc1ccccc1OCC(=O)NC1CCCCC1	3	-0.5	0	1	0	0	10	9	-4
c1ccc(CNc2ncnc3sccc23)cc1	-14	5.4	5	3	2	14	7	-4	40*
COc1ccc(C(=O)Nc2cc(Cl)ccc2-n2cncn2)c(OC)c1OC	-19	1.0	0	4	1	14	-10	1	3
COc1nc(NCc2ccc(Cl)cc2)nc(OC)n1	0	-1.1	1	9	-6	0	-6	5	-2
O=c1[nH][nH]c2c1C(C1CCCCC1)OC(C1CCCCC1)C2 (configuration not stated)	-9	x	3	0	x	-2	x	1	2
COc1cccc(C2c3[nH]c4ccccc4c3C[C@H]3C(=O)N(CCCCCO)CC(=O)N23)c1 (some centres not stated)	-1	6.5	-2	-13	3	8	-15	3	-6
COC(=O)/C(=C1/Oc2cc(C)oc(=O)c2S1)C(F)(F)F	4	4.5	2	6	-2	1	-2	7	6
COc1ccc(CSc2nncn2C)cc1[N+](=O)[O-]	-6	-0.2	-2	-5	2	0	-3	-3	6
O=C(Nc1cccc(OC(=O)c2cccnc2)c1)c1cccnc1	-5	0.8	7	-2	-2	14	4	-8	2
CC(=O)N/N=C(\C)CC(=O)Nc1ccc2c(c1)OCCO2	-1	-1.8	-3	3	0	1	11	-1	7
COc1ccc(O)c(/C=C(\C#N)C(=O)Nc2cccnc2)c1	1	-0.7	1	-3	2	1	6	3	-1
CCOC(=O)Cn1c(=O)oc2cc(S(=O)(=O)NCCCc3ccccc3)ccc21	-7	0.4	4	5	0	5	-5	-4	8
CCC(C)(C(=O)NC1CCCC1)N(C(=O)CNC(=O)c1ccccc1)c1c(C)n(C)n(-c2ccccc2)c1=O (configuration not stated)	-4	-0.4	-2	-4	-3	0	-11	6	4
COc1cc(C2C3=C(CCCC3=O)OC3=C2C(=O)CCC3)ccc1OCC(=O)Nc1ccccc1	-5	-1.5	-1	-7	6	1	6	14	-2
COc1cccc(C2C(C#N)=C(N)N(N(C)C)C3=C2C(=O)CCC3)c1OC (configuration not stated)	0	9.8	-3	-2	1	1	-11	5	7
OC1CCCN(c2c3c(nc4cc(-c5cccc(F)c5)nn24)CCCC3)C1 (configuration not stated)	-4	-0.1	-3	1	4	6	-27	2	2
Cc1cc2c(s1)c1cnn(-c3ccccc3)c(=O)c1n2C	-7	0.1	1	-10	-6	2	2	6	0
CN(C)c1ccc(C(=O)c2ccc(O)cc2O)cc1	-6	-0.8	-8	-7	10	0	7	3	0
Cn1c(-c2sc3cc(C(F)(F)F)cnc3c2-c2cccnc2)n[nH]c1=S	4	1.8	0	-3	2	1	9	9	-3
CCOC(=O)c1[nH]c(C)c(C(=O)OCC(=O)N(C)C2CCS(=O)(=O)C2)c1C (configuration not stated)	7	-0.5	2	-3	2	1	-2	7	6
NS(=O)(=O)c1ccc(Nc2ncccc2[N+](=O)[O-])cc1	3	-0.3	-1	-3	7	1	6	10	4
O=C(COC(=O)CCNS(=O)(=O)c1ccc(Cl)cc1)NCc1ccco1	-3	-0.5	0	8	3	1	6	-8	-2
O=C(O)c1ccc(NNC(=S)Nc2cc(C(F)(F)F)ccc2Cl)cc1	9	-1.2	1	-17	-5	0	2	2	-4
CCCCC(c1nnnn1CCOC)N1CCN(C(=O)c2ccco2)CC1 (configuration not stated)	-3	-0.9	-1	-12	x	0	-3	0	4
C[C@@H]1[C@H](O)C[C@@]23COC(=O)C2=CCC[C@@H]3[C@@]1(C)CC/C(=C/CO)CO	2	-1.6	3	-14	4	1	0	5	0
O=C(COC(=O)CSc1ccc(F)cc1)NC1CCCCCC1	-6	0.8	-2	14	-1	0	9	1	9
CC(C)c1cc(=O)n2c(nc3ccccc32)[nH]1	-5	0.4	-4	-3	-3	1	5	0	10
CN(Cc1nc(CC2CC2)no1)CC12CC3CC(CC(C3)C1)C2	4	2.3	1	0	5	2	-73	5	-14
Cc1ccc(C)c(OCC(=O)NNC(=O)C2CC2)c1	8	-0.3	2	6	-1	1	18	10	-8
O=C(Nc1nnc(SCc2ccc(F)cc2)s1)c1cnccn1	8	0.2	-1	-5	1	0	9	5	-13
CCCC(C(=O)NC1CCCC1)N(C(=O)Cn1nnc(-c2ccc(C)o2)n1)C1CCCC1 (configuration not stated)	-1	-0.8	0	-2	5	-1	-10	-5	-6
CCOC(=O)C1=C(C)NC(C)=C(C(=O)OCC)C1c1ccccn1	-2&-2	-2.0&-2.1	-3&-11	-4&-3	3	0&0	-5&-28	3&11	-1&3
Cc1onc(-c2ccccc2)c1C(=O)Nc1nc(-c2ccccc2)cs1	-3	1.7	-2	-12	-3	0	-10	13	-14
COC(=O)Cc1c(C)nc2nc(-c3ccc(C)cc3)[nH]n2c1=O	6	4.8	-2	-1	-1	0	-24	-4	-1
O=C(c1ccco1)N1CCN=C1SCc1cccnc1	6	3.5	-5	-4	6	0	2	0	-7
COc1ccc(NC(=S)NCCN2CCOCC2)c(OC)c1	2	3.1	-3	-5	-2	1	-4	16*	-6
CSc1ccccc1C(=O)NCc1cccnc1	5	0.3	-1	1	0	1	3	-1	9
Brc1ccc(-c2csc(NNC3=NCCCCC3)n2)cc1	-14	-0.9	-10	-8	-9	0	10	-8	-11
COc1ccc(S(=O)(=O)Nc2ccc3c(c2)C(=O)N([C@H](C)CO)C[C@H](C)[C@@H](CN(C)S(C)(=O)=O)O3)cc1	3	0.4	-1	-4	0	-1	-11	5	-1
COCCNC(=O)C1CC(=O)N(c2ccc(F)c(Cl)c2)C1 (configuration not stated)	-1	-1.1	3	-13	6	0	-3	6	-4
O=C(NCCCN1CCN(c2ccc(F)cc2)CC1)c1cccc(N2CCCC2=O)c1	4	-2.2	-5	2	-2	2	-2	-2	-10
Nc1[nH]c(C(=O)c2ccccc2)c(-c2cccnc2)c1C(=O)NC1CCCCC1	-4	x	2	-6	x	1	x	7	-1
CC1CCCC(C)N1C(=O)COC(=O)c1ccccc1C(=O)c1ccccc1 (configuration not stated)	0	-0.7	0	-1	x	1	-6	1	-1
COC(=O)Cc1[nH]nc2c1C(C1C=CCCC1)C(C#N)=C(N)O2 (configuration not stated)	0	-0.2	-1	9	-1	0	-7	-3	-1
Cc1ccc(C)c(NC(=O)CCc2nnc3ccc(N4CCCC4)nn23)c1	8	-0.7	-1	6	-3	1	4	-1	-16
